p53ts 32C tox: qHTS Screen for Compounds that Selectively Target Cancer Cells with p53 Mutations: Cytotoxicity of p53ts Cells at the Permissive Temperature | H1299-p53A138V at 32C, ATP luminescence viability, 24 h | Potency, µM (top dose mostly 46.1 µM), for inactives: at the top dose activity change, negative = cytotoxicity, hits mostly cytotoxic | hit rate 0.93% among 130,000;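 further: 0% = DMSO and -100% = full killing by reference compound; nearly all actives have a fitted effect of over 55% in size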
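ATP-content luminescence (ATPlite) read-out after 24 h compound exposure at 32C in H1299-p53A138V cells (600/well). Tested up to 46 uM. Normalized to DMSO (0%) and 100 uM tamoxifen (100% killing); Hill-fit AC50.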
Imprint erasure: qHTS Assay for Compounds that Induce Erasure of Genomic Imprints | Potency, µM (series often up to 60.7 µM), for the others: at the top dose activity change, positive = activation, actives largely listed as activators | mouse ES Peg3-LacZ reporter, beta-gal luminescence, 40 h | hit rate 0.02% among 110,000 | AID 1948, 2009;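 further: 0% = negative control wells on the plate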
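Each well holds 300 Peg3LacZ-Neo (maternal) female ES cells incubated 40 h at 37C, 5% CO2. LacZ is measured by BetaGlo luminescence, with AC50 and maximum efficacy derived from dose-response curves.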
p53ts 39C kill: qHTS Screen for Compounds that Selectively Target Cancer Cells with p53 Mutations: Cytotoxicity of p53ts Cells at the Nonpermissive Temperature; Potency, µM (highest dose often 46.1 µM), inactives show at the top dose activity change, negative = cell killing, usual class: cytotoxic; H1299-p53A138V viability at 39C, ATP luminescence, 24 h; hit rate 1.5% among 130,000; further: nearly all actives have a fitted effect of over 55% in size
IkB signaling: IkB Signaling | ABC-DLBCL IkBa-CBG/CBR dual luciferase ratio, 4 h; response scale: scaled: untreated 0%, proteasome inhibitor 100% | hit rate 0.04% among 110,000 | Potency, µM (titrated, usually from 57.1 µM), for the others: at the top dose IkBa stabilization activation | AID 445, 2006; active means well fitted curve in the direction sought with a large enough effect in the signal ratio, not every such curve was filed as active; inconclusive means small, poorly fitted or top-dose-only effect, or a change in a side signal; the % refers to the signal ratio;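 further: the direction sought is a rising ratio; 0% = basal untreated cells and 100% = reference inhibitor full response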
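Luminescence ratio of IκBα-fused green versus native red beetle luciferase in OCI-Ly3 cells, 4 h post-doxycycline with compound; red signal alone, scaled from basal (0%) to zero light (-100%), flagged nonspecific or cytotoxic effects.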
* hit, by the source's call; ? = inconclusive; . = not tested or not shown; [ ] = another dose, or the depositor's remark. Unless noted, the call rests on the fitted dose curve; in most records, active means well fitted curve in the direction sought with a large enough effect; inconclusive means small, poorly fitted or top-dose-only effect, or another doubt; inactive means no such curve, though single readings can be large; an effect the other way counts as inactive or inconclusive. Unless noted, on the % scale 0 is the no-effect control and ±100 the full control effect; potency means the concentration at half of the fitted maximal effect.

SMILES | p53ts 32C tox | Imprint erasure | p53ts 39C kill | IkB signaling
Cn1cccc1C(=O)N1CCC[C@@]2(CCN(c3ccccn3)C2)C1 | -6% | . | -2% | -0.9%[11.4 µM]
Cc1ccc(S(=O)(=O)c2cn(CC(=O)Nc3cccc(C)c3)c3cc4c(cc3c2=O)OCO4)cc1 | 4% | -11%[10.9 µM] | 1% | ?
COC(=O)C1=CN(C)C=C(C(=O)OC)C1c1ccc(O)c(OC)c1 | 2% | -2% | -10% | 0.0%
c1ccc2c(c1)c1ccccc1n2Cn1c2ccccc2c2ccccc21 | -7%[9.22 µM] | ? | -2%[9.22 µM] | 1.0%[11.4 µM]
O=C1NCCCC1C(=O)Nc1cccc(C(F)(F)F)c1 (stereo unspecified) | -10% | -8% | -13% | 0.8%
CCN(CC)S(=O)(=O)c1cc(C(=O)Nc2nncs2)c(Cl)cc1Cl | ? | -8% | -3% | 6.2%
Cn1cc(S(=O)(=O)N2CCc3ccccc3C2)c(=O)n(C)c1=O | -13% | -8% | 8% | 1.4%
CCn1cc2nc(SCc3cccc(OC)c3)n(Cc3ccc(Cl)cc3)c(=O)c2n1 | 13% | -20%[10.9 µM] | 11% | ?
COc1ccc(-c2nc3c(c(SCC(=O)N4CCCCC4)n2)Cc2cc(Cl)ccc2O3)cc1 | -2% | 30%[10.9 µM] | 6% | 2.4%
CCn1c(=O)n(CC)c2cc(N3CCCCC3)c(NC(=O)Nc3cc(C)cc(C)c3)cc21 | 11% | -4%[10.9 µM] | -6% | ?
O=C(Nc1ccccc1C(=O)NCC1CCCO1)c1ccco1 (stereo unspecified) | 2% | 5% | 15% | -0.2%
CCOC(=O)C1CCCN(C(=O)c2ccc(OC(C)=O)cc2)C1 (stereo unspecified) | -2% | -3% | 3% | 0.5%
CCC(=O)N1CCc2cc(S(=O)(=O)NCCC(=O)Nc3ccc(OC)c(Cl)c3)ccc21 | 12% | -9%[10.9 µM] | 6% | -2.4%
CC1=C(C(=O)OC(C)C)C(c2cccc(F)c2)N2C(=O)C(C)SC2=N1 (stereo unspecified) | 10% | -15% | -4% | 2.7%
CCOC(=O)CN1C(C(=O)c2ccccc2)=C(OC(=O)C(C)(C)C)c2ccccc2S1(=O)=O | ? | -4%[10.9 µM] | -21% | ?
COc1ccc(CC(=O)NCC(c2ccc(N(C)C)cc2)N2CCOCC2)cc1 (stereo unspecified) | -7% | -5%[10.9 µM] | 3% | 4.9%
Cc1ccc(B(O)O)cc1 | -10% | -8% | -25% | .
COc1ccc(-n2cnnc2SCc2cnc(-c3ccccc3)s2)cc1 | -5% | -7% | -5% | -2.0%
Cc1ccc(-c2noc(-c3ccc(N4CCCCC4C)c([N+](=O)[O-])c3)n2)cc1 (stereo unspecified) | -8% | ? | 16% | -2.6%
CCOc1ccc(NC(=O)CN2CCN(CC(=O)Nc3ccc(F)cc3)CC2)cc1 | 3% | . | -8% | .

Entries listed so far that have sulfur, in the order listed:
SMILES | p53ts 32C tox | Imprint erasure | p53ts 39C kill | IkB signaling
Cc1ccc(S(=O)(=O)c2cn(CC(=O)Nc3cccc(C)c3)c3cc4c(cc3c2=O)OCO4)cc1 | 4% | -11%[10.9 µM] | 1% | ?
CCN(CC)S(=O)(=O)c1cc(C(=O)Nc2nncs2)c(Cl)cc1Cl | ? | -8% | -3% | 6.2%
Cn1cc(S(=O)(=O)N2CCc3ccccc3C2)c(=O)n(C)c1=O | -13% | -8% | 8% | 1.4%
CCn1cc2nc(SCc3cccc(OC)c3)n(Cc3ccc(Cl)cc3)c(=O)c2n1 | 13% | -20%[10.9 µM] | 11% | ?
COc1ccc(-c2nc3c(c(SCC(=O)N4CCCCC4)n2)Cc2cc(Cl)ccc2O3)cc1 | -2% | 30%[10.9 µM] | 6% | 2.4%
CCC(=O)N1CCc2cc(S(=O)(=O)NCCC(=O)Nc3ccc(OC)c(Cl)c3)ccc21 | 12% | -9%[10.9 µM] | 6% | -2.4%
CC1=C(C(=O)OC(C)C)C(c2cccc(F)c2)N2C(=O)C(C)SC2=N1 (stereo unspecified) | 10% | -15% | -4% | 2.7%
CCOC(=O)CN1C(C(=O)c2ccccc2)=C(OC(=O)C(C)(C)C)c2ccccc2S1(=O)=O | ? | -4%[10.9 µM] | -21% | ?
COc1ccc(-n2cnnc2SCc2cnc(-c3ccccc3)s2)cc1 | -5% | -7% | -5% | -2.0%

Later entries.
SMILES | p53ts 32C tox | Imprint erasure | p53ts 39C kill | IkB signaling
COc1ccc(Oc2ncc3nc(-c4cc(F)cc(F)c4)c(=O)n(CCC#N)c3n2)cc1 | -6% | . | 4% | 1.1%[11.4 µM]
CCC1CCCCN1C(=O)N[C@@H](Cc1ccccc1)C(=O)O (stereo partly specified) | 0% | -2% | 4% | 2.9%
Cn1nnnc1SCCCNCc1cc(Br)ccc1OCc1ccccc1 | ? | -19%[10.9 µM] | -3% | ?
O=c1c2oc3ccccc3c2n(Cc2ccccc2)c(=O)n1Cc1ccc2c(c1)OCO2 | -1% | -13%[10.9 µM] | -16% | ?
CCn1c(=O)n(CC)c2cc(S(=O)(=O)NCCOc3ccccc3)c(C)cc21 | 1% | -16% | 6% | 0.6%
CCOC(=O)N1CCN(CCC(=O)Nc2ccc(OC)cc2)CC1 | -2% | -9% | 8% | -0.6%
Cc1ccc(S(=O)(=O)NCCCCC(NC(=O)OC(C)(C)C)C(=O)O)cc1 (stereo unspecified) (tested in a mixture with another compound) | 1% | -5% | 5% | 0.1%
O=C(COc1nnnc2ccccc12)N1CCCc2ccccc21 | 0% | -15% | 2% | 0.0%
COc1ccc(C2(O)CCN(C(=O)c3c(F)cccc3F)CC2)cc1 | 2% | 0% | 8% | -1.0%
O=Nc1ccc(Nc2ccccc2)cc1 | -2%[1.84 µM] | -22% | 16% | ?
CON | 0% | -14% | 9% | .
O=C(Cn1c(=O)oc2cc(S(=O)(=O)NCc3ccccc3)ccc21)Nc1cccc(F)c1 | -3% | -9%[10.9 µM] | -28% | ?
Cc1ccc(NC(=O)CN2C(=O)CC(c3ccco3)Sc3ccccc32)cc1Cl (stereo unspecified) | 6% | -4%[10.9 µM] | -25% | ?
Cc1c(Cl)cccc1NC(=O)Cn1cc(C(=O)c2cccs2)c2ccccc21 | 16% | -19%[10.9 µM] | -18% | ?
Cc1ccc(-c2nn3c(C)nnc3s2)cc1NC(=O)c1ccc(-c2ccc(Cl)cc2Cl)o1 | ? | -31%[inhibitor] | -26% | -1.5%
Cc1ccc(C)c(N(CC(=O)N(C)C)S(C)(=O)=O)c1 | 7% | 4% | 2% | 1.1%
O=C(CN1C(=O)CCn2nc(-c3ccccc3)cc21)NCc1ccc(Cl)cc1 | 5% | 6%[10.9 µM] | -11% | 1.3%
C=CCn1c(NCCOC)nc2c1c(=O)n(C)c(=O)n2C | 1% | 4% | 9% | 1.6%
CCC(C(=O)N1CCc2cc(OC)c(OC)cc2C1)c1ccccc1 (stereo unspecified) | -13% | -16% | 3% | 1.5%
COc1cc(OC)c(-c2nnc3n(CCc4ccccc4)c(=O)c4ccccc4n23)cc1OC | 6% | . | 14% | .
CCOC(=O)c1cc2c(=O)n3ccccc3nc2n(C)c1=NC(=O)c1c(-c2c(F)cccc2Cl)noc1C | -12% | -6%[10.9 µM] | 10% | -0.3%
CCOc1ccc2nc(NS(C)(=O)=O)sc2c1 | -14% | 15% | -4% | 9.4%
COc1ccc(S(=O)(=O)NCCc2sc(-c3cccnc3)nc2C)cc1 | 2% | -6%[10.9 µM] | -13% | 1.0%
Cc1cc(C)c(NC(=O)CN(C)S(=O)(=O)c2ccc3c(c2)CCC(=O)N3)c(C)c1 | 5% | -3%[10.9 µM] | 9% | -2.8%
COC(=O)CCC/C=C1/SCC(NC(=O)c2ccccc2)C1O (stereo unspecified) | 3% | -13% | 3% | ?
Cc1ccc2nsnc2c1S(=O)(=O)NCc1ccncc1 | -1% | -10% | 1% | 3.9%
O=c1c2ccccc2n(Cc2cccc(F)c2)c(=O)n1C1CCCC1 | 0% | -15% | -17% | 1.1%
COc1cccc(C(=O)Nc2cccc(C(=O)OCc3cc(=O)n4c5c(sc4n3)CCCC5)c2)c1 | -7% | -13%[10.9 µM] | -13% | ?
COc1ccc(OCC2c3cc(OC)c(OC)cc3CCN2C(=O)c2c(F)cccc2F)cc1 (stereo unspecified) | 13% | -18%[10.9 µM] | -20% | 1.3%
COC(=O)COc1ccc(S(=O)(=O)Nc2ccccc2SC)cc1 | -3% | 11% | 11% | 6.3%
CCOC(=O)Nc1cc(=O)c2ccccc2o1 | -2% | -46%[inhibitor] | 2% | 3.8%
C#CCCCCCCCCCCCCCCCC(=O)O | -2% | -10% | 4% | 0.1%
CC(=O)c1c(N2CCN(c3ccccc3)CC2)nc(=S)n(-c2ccccc2)c1C | 6% | -15% | 9% | 3.0%
CCOC(=O)N1CCN(C(=O)C2CCC(C(=O)N3CCN(C(=O)OCC)CC3)CC2)CC1 (stereo unspecified) | -2% | -3% | 6% | 1.7%
COc1ccc(N2CCN(Cc3nc(N)nc(Nc4ccccc4OC)n3)CC2)cc1 | 9% | -5% | -2% | 2.6%
Cc1cccc(C)c1Nc1nn2c(=O)c3cc4c(cc3nc2s1)OCO4 | -8% | 14%[10.9 µM] | 5% | 0.3%
Cc1ccnc2c(N3C(=O)C4C5C=CC(C5)C4(C)C3=O)cccc12 (stereo unspecified) | 10% | -8% | -6% | 3.2%
Cc1cc(C)c(S(=O)(=O)Nc2ccc3oc4c(c3c2)C(=O)CC(C)(C)C4)cc1C | 13% | 17%[10.9 µM] | 3% | ?
CC(C)(C)C1CCC2(CC1)NC(=S)N(c1ccccc1)N2 (stereo unspecified) | -4% | . | 22% | .
O=C(CCCC(=O)N(CC(=O)NC1CCCC1)Cc1ccc(F)cc1)Nc1ccccn1 | 8% | -9% | -6% | 0.3%
COC(=O)C1=C(C)N(c2cccc(C(C)=O)c2)C(=O)C1 | 2% | -11% | 5% | 4.7%
Cn1nc(-c2ccc(Cl)cc2)c2cc(C(=O)N3CCN(C(=O)c4ccco4)CC3)sc21 | 27% | -11% | 7% | 1.0%
CCOc1cc(NC(=O)c2ccco2)c(OCC)cc1NC(=O)CCC(=O)NCc1cccnc1 | 43%[activator] | 5% | -3% | -1.4%
O=C(CN1C(=O)CCc2cc(S(=O)(=O)N3CCOCC3)ccc21)NCc1ccc(F)cc1 | -5% | -6%[10.9 µM] | -6% | 0.9%
CCC(Sc1ncc(S(=O)(=O)c2ccc(Cl)cc2)c(=O)[nH]1)C(=O)Nc1ccc(OC)cc1 (stereo unspecified) | -2% | 3%[10.9 µM] | 6% | ?
COC(=O)Nc1ccc2c(c1)ncn2C1CCCCC1 | ? | -11% | -19% | -1.2%
CCc1nnc(SCc2cc(C)ccc2C)c2cc3sc(C)cc3n12 | -6% | -17%[10.9 µM] | 12% | -0.2%
COc1ccc(S(=O)(=O)N(CC(=O)Nc2ccc(F)c(Cl)c2)c2ccc(C)cc2)cc1OC | ? | -9%[10.9 µM] | 1% | ?
CC(NC(=O)OC(C)(C)C)C(=O)N1CCCC1C(=O)NC(Cc1ccccc1)C(N)=O (stereo unspecified) | -2% | 10% | -5% | -0.9%
COc1ccc(-n2ccnc2SCC(=O)NCc2ccc3c(c2)OCO3)cc1 | 2% | -6% | -6% | 2.9%
Going on with the list:
SMILES | p53ts 32C tox | Imprint erasure | p53ts 39C kill | IkB signaling
O=C(Nc1ccccc1C(=O)N1CCCCC1)c1cccc(S(=O)(=O)N2CCOCC2)c1 | -7% | -4% | 14% | -0.5%
COc1cc(-c2noc(-c3ccc(NC4CCCCC4)c([N+](=O)[O-])c3)n2)cc(OC)c1OC | -16% | -7%[10.9 µM] | -1% | -0.1%
CCN(CCCNC(=O)CN1N=C(c2ccccc2)CCC1=O)c1cccc(C)c1 | 6% | -4%[10.9 µM] | ? | ?
COc1cc(OC)cc(-c2nc(-c3ccccc3OC)no2)c1 | -18% | 1% | 0% | -2.1%
Cc1cc(C(=O)NCc2ccccc2)no1 | -2% | -18% | -14% | 0.8%
Cc1cc(C)c2cc(CN(Cc3nnnn3C3CCCCC3)CC3CCCO3)c(=O)[nH]c2c1 (stereo unspecified) | -3% | -2% | 2% | ?
CCOC(=O)N/C(N)=N/c1nc2ccccc2s1 | ? | -27% | ? | ?
CCN1C(=O)/C(=C/N(C)c2ccccc2)OC1=S | -17% | -55%[inhibitor] | 0% | 6.3%

Screening results (PubChem BioAssay)
